Assay outcomes from PubChem BioAssay.
Statin myotox sup: suppressors of statin myotoxicity in C2C12 myotubes, primary screen, cell-based, single point, plate reader | C2C12 myotubes + simvastatin, ATP luminescence, 48 h; scaled: DMSO 0, geranylgeraniol control 100 | rescue of ATP level, % at 7.49 µM | 330,000 compounds, 0.78% hits | AID 602340, 2012;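 active = mean ATP rescue above about 67%, or every replicate alone reaching that limit, limit read from the data, passing the limit was not always enough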;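 also: myotubes were challenged with 10 µM simvastatin during compound exposure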
PGC1a acetyl inh: inhibitors of PGC1a acetylation signal, primary screen, cell-based, U2OS, AlphaScreen, inhibitor mode; AlphaScreen anti-acetyl-lysine; with virally co-expressed GCN5 acetyltransferase; inhibition, % at 15.6 µM; 350,000 compounds, 0.17% hits; AID 651687, 2012;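 active = every replicate shows inhibition of at least 40%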;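 also: 0% = neutral control wells and 100% = positive control wells; some results beyond the cut were filed as inactive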
Cneo AK release: Cryptococcus neoformans cell lysis inducers, primary screen, AK release luminescence, single concentration | lysis activity, % at 15 µM | 360,000 compounds, 0.2% hits | C. neoformans lysis, adenylate kinase release luminescence, 4 h; normalised: neutral wells 0, clomiphene wells 100;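 active = mean lysis activity across replicates of at least 80%, whatever share of replicates individually reach that level; inactive = mean lysis activity below 80%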
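Assay system: C. neoformans cells. Amount: yeast cell density of 5 × 10^6 cells/mL. Technique: AK luminescence. Buffer or medium: YPD. Times: static 4 h at 37 °C with compound, 1 h detection. Dosing: single-point compound dose. Read-out: lysis from increased AK signal.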
* hit, by the source's call. Only part of the results is shown. The share of hits here may be higher or lower than overall.

SMILES	Statin myotox sup	PGC1a acetyl inh	Cneo AK release
Cc1ccc(-c2nnn(CC(=O)N(c3ccccc3F)C(C(=O)NCC3CCCO3)c3c[nH]c4ccccc34)n2)cc1 (centres undefined)	32	-4	1
Cc1cccc(OCCCC(=O)O)c1	-8	-3	-4
COc1cc2[nH]c(=O)n(CCCCCC(=O)NCCCN3CCCC3=O)c(=O)c2cc1OC	-27	-18	-1
O=C(C1CCC1)N1CCc2cc(S(=O)(=O)NC3CCCC3)ccc21	2	-6	2
COc1ccc(Cl)cc1-c1nc(-c2ccc(NC(=O)c3ccncc3)cc2)no1	-8	-28	-1
CCc1nc(OCC(=O)c2ccccc2)c(C#N)c2c1COC(C)(C)C2	-19	-9	-3
COc1ccccc1NC(=O)CSc1nnc(COc2ccc(Cl)cc2)n1Cc1ccco1	2	4	0
CC(=O)c1cc(NC(=O)c2ccccc2)c(=O)oc1/C=C/N(C)C	3	10	6
CCc1ccc(-c2cc(C(F)(F)F)n3nc(C(=O)Nc4cnn(Cc5ccccc5C)c4)cc3n2)s1	-96	9	3
CCN(CC(=O)NC(C)C)C(=O)CCNC(=O)c1ccc(Cl)cc1	3	9	0

Pulled by structure from the entries so far, six records:
SMILES	Statin myotox sup	PGC1a acetyl inh	Cneo AK release
Cc1cccc(OCCCC(=O)O)c1	-8	-3	-4
CCc1nc(OCC(=O)c2ccccc2)c(C#N)c2c1COC(C)(C)C2	-19	-9	-3
COc1ccccc1NC(=O)CSc1nnc(COc2ccc(Cl)cc2)n1Cc1ccco1	2	4	0
Cc1ccc(-c2nnn(CC(=O)N(c3ccccc3F)C(C(=O)NCC3CCCO3)c3c[nH]c4ccccc34)n2)cc1 (centres undefined)	32	-4	1
COc1cc2[nH]c(=O)n(CCCCCC(=O)NCCCN3CCCC3=O)c(=O)c2cc1OC	-27	-18	-1
O=C(C1CCC1)N1CCc2cc(S(=O)(=O)NC3CCCC3)ccc21	2	-6	2

Back to the main list with the two entries that preceded the break.
SMILES	Statin myotox sup	PGC1a acetyl inh	Cneo AK release
CCc1ccc(-c2cc(C(F)(F)F)n3nc(C(=O)Nc4cnn(Cc5ccccc5C)c4)cc3n2)s1	-96	9	3
CCN(CC(=O)NC(C)C)C(=O)CCNC(=O)c1ccc(Cl)cc1	3	9	0
Cc1noc2ncnc(Sc3ccc(Cl)cc3)c12	134*	-4	6
Fc1ccc2c(c1)C1C=CCC1C(c1cc3c(cc1Br)OCO3)N2 (centres undefined)	9	-6	-1
CCOc1cccc(OCCCOc2ccccc2)c1	1	-11	3
CCn1nc(C(=O)NC2=NCCS2)c2ccccc2c1=O	-7	-17	-1
CN1CC=C2C(C#N)=C(N)C(C#N)(C#N)C(c3ccsc3)C2C1 (centres undefined)	0	7	1
COc1ccccc1NC(=O)Nc1ccc(Br)cn1	-10	2	0
COc1cc(/C=C2/CCC/C(=C\c3cc(O)c(OC)c(Cl)c3)C2=O)cc(Cl)c1O	14	-18	-1
CC1CCN(c2ccc(NC(=S)NC(=O)c3ccco3)cc2)CC1	6	-32	-2
Cc1ccc(NC(=O)Cn2nc(C)cc2C)cc1	1	0	2
CCOC(=O)N1CCC(NC(=O)C2CCN(c3nc(-c4ccc(OC)cc4)no3)CC2)CC1	4	-5	-1
Cc1cccc(NC(=O)C2CCCN(C(=O)NC3CCCCC3)C2)c1C (centres undefined)	-5	5	-1
CCNc1nc(NC(C)C)nc(N(C#N)Cc2ccccc2)n1	29	1	3
O=S(=O)(NCc1ccccc1Cl)c1cnc[nH]1	5	-16	4
COC(=O)C1=C2SC(C)C(=O)N2C(N)=C(C#N)C1c1ccc(OC)c(OC)c1 (centres undefined)	-5	-2	3
Cc1nc2scc(-c3ccc(Cl)cc3)c2c(=O)o1	7	4	1
O=C(Nc1ccc(C(=O)N2CCOCC2)cc1)c1cccs1	1	13	3
Cn1c(=O)cc(SCC(=O)Nc2ccc3c(c2)OCO3)c2ccccc21	6	4	0
C=CCN1C(=NC(=O)CCC(=O)O)SC2CS(=O)(=O)CC21 (centres undefined)	-10	-1	3
CCN(CC)S(=O)(=O)c1ccc(NC(=O)CCC2CCCCC2)cc1	-3	-7	3
CC(C)(C)c1cc(C(=O)N2CCN(c3ncccn3)CC2)ccn1	16	3	0
CCN1C(=O)/C(=C2/SC(C)=C(C)N2CC)SC1=S	6	6	-2
N#CC1=C(N)C2=C(N3CCCCC3)CCCC2C1(C#N)C#N (centres undefined)	1	19	-1
CCOC(=O)c1ccc(NC(=O)CCc2nc(-c3ccccc3Cl)no2)cc1	-14	1	1
O=C(COc1ccc(Br)cc1F)NC1CCN(Cc2ccccc2)CC1	-6	6	-11
CN(C)S(=O)(=O)Oc1cccc(C(=O)Nc2ccc(Cl)c(Cl)c2)c1	7	-15	-5
Cc1ccc(NC(=O)c2cc(=O)c3ccccc3o2)cc1	-4	-1	0
Nc1n[nH]c(-c2ccc(F)cc2)n1	-2	13	-1
CS(=O)(=O)N1CCC(c2noc(-c3ccc(C(F)(F)F)cc3)n2)CC1	-23	6	0
CCOc1ccc2nc(SCC(=O)N(C)C)[nH]c2c1	4	10	-1
CCCS(=O)(=O)N1CCC(C(=O)NCCCN2CCCC2=O)CC1	-7	-10	-1

Profiles from above.
Profile of `CCOC(=O)c1ccc(NC(=O)CCc2nc(-c3ccccc3Cl)no2)cc1` : Statin myotox sup = -14; PGC1a acetyl inh = 1; Cneo AK release = 1
Profile of `O=C(COc1ccc(Br)cc1F)NC1CCN(Cc2ccccc2)CC1` : Statin myotox sup = -6; PGC1a acetyl inh = 6; Cneo AK release = -11

Next compounds:
SMILES	Statin myotox sup	PGC1a acetyl inh	Cneo AK release
O=S(=O)(c1ccc(Oc2ccc(-c3nnco3)cc2)nc1)N1CCC(Cc2ccccc2)CC1	-31	4	-1
CCOc1ccc(-c2cc3nc(C4CCN(C(=O)OC(C)(C)C)CC4)c(C(=O)O)cn3n2)cc1	9	-4	-5
CC1CCCN(c2nc3ccccc3nc2C(C#N)S(=O)(=O)c2cccs2)C1 (centres undefined)	-19	2	0
Cc1cc(C)nc(NC(=O)C(C)N2C(=O)c3ccccc3C2=O)n1 (centres undefined)	-2	-2	1
CCn1c(=O)c(C(=O)NCc2cccnc2)c(O)c2ccccc21	6	0	-2
COc1ccc(N2C(=O)CC(NCc3cccc(F)c3)C2=O)cc1 (centres undefined)	-8	-2	2
CC(C)c1ccc(NC(=O)N(CCc2nc3ccccc3[nH]2)C2CCCC2)cc1	-8	5	-1
CCCN1c2cccc3cccc(c23)S1(=O)=O	9	14	-1
COC(=O)CN(c1ccc(F)cc1)S(=O)(=O)c1ccccc1	13	-4	-1
COc1ccc(-c2nnc(SCc3csc(N)n3)n2C)cc1	13	11	1
CCOC(=O)C1=NN(c2ccc(C)cc2)C2(S1)SC(C(C)=O)=C(C)N2c1ccccc1 (centres undefined)	-7	-7	1
Nc1nc(CSc2ncccn2)nc(Nc2ccccc2)n1	1	-14	-5
O=C(Cn1c(=O)n(CCCCC(=O)NC2CCCC2)c(=O)c2ccccc21)NCCC1=CCCCC1	-47	-4	0
COC1=Cc2c(ccc3ccc(=O)oc23)OC1(C)C	-11	2	-1
COC(=O)c1cc(-c2c(C)nn(-c3ccccc3)c2C)n[nH]1	-11	9	11
Cn1c(C(=O)N2COCC2(C)C)cc2c(=O)n3ccccc3nc21	-8	4	-2
CCCC(=O)N(c1ccc2oc(=O)sc2c1)S(=O)(=O)c1ccccc1	19	-8	-2
O=C(O)c1cc(-c2ccccc2)n(-c2ccccc2)n1	-12	5	2
CC(C)N(O)C(=O)NC(C)(C)C	6	1	4
COc1ccc(S(=O)(=O)N2CCN(C)CC2)cc1Br	-9	4	2

Copied from the list.
Statin myotox sup, O=C(Cn1c(=O)n(CCCCC(=O)NC2CCCC2)c(=O)c2ccccc21)NCCC1=CCCCC1 = -47
Statin myotox sup, COc1ccc(S(=O)(=O)N2CCN(C)CC2)cc1Br = -9
Cneo AK release, O=C(O)c1cc(-c2ccccc2)n(-c2ccccc2)n1 = 2
PGC1a acetyl inh, CCOC(=O)C1=NN(c2ccc(C)cc2)C2(S1)SC(C(C)=O)=C(C)N2c1ccccc1 (centres undefined) = -7
Cneo AK release, CCCC(=O)N(c1ccc2oc(=O)sc2c1)S(=O)(=O)c1ccccc1 = -2

Other results
SMILES	Statin myotox sup	PGC1a acetyl inh	Cneo AK release
CC1=C(C(=O)OCC2CCCO2)C(c2ccc(O)cc2)NC(=O)N1 (centres undefined)	-7	-9	0
O=C(Nc1ccc(N2CCN(C(=O)c3ccco3)CC2)c(Cl)c1)c1cc2ccccc2o1	6	27	2
Clc1ccsc1-c1ccc2ccccc2n1	29	6	-1
COc1cc(O)oc1C=Nc1ccc(Cl)cc1	6	1	2
CCOC(=O)c1ccc(N/C=C/C(=O)c2ccc(OC)cc2)cc1	21	-5	0
COC(=O)c1cc(COC(=O)c2ccc3ccccc3n2)oc1C	-22	-3	0
CCC(CC)C(=O)Nc1nc(-c2ccc3c(c2)CCN3C(=O)C2CC2)c(C)s1	-14	-9	1
COc1ccccc1N1CCN(C(=O)COc2ccc(Cl)cc2Br)CC1	17	-24	-1
COc1cc(C)ccc1OCCCOc1ccccc1Cl	1	-6	-6
CCCOc1ccc(N2C(=O)CC(SC(=NCC)Nc3cccc(F)c3)C2=O)cc1 (centres undefined)	7	-2	-1
O=C(CCC(=O)N1CCCc2ccccc21)N1CCN(S(=O)(=O)c2ccccc2)CC1	19	-4	-1
CCOC(=O)C1C2C=CC3(CN(Cc4ccco4)C(=O)C13)O2 (centres undefined)	5	6	-3
Cc1ccc(OCCCCN2CCC(C)CC2)cc1	-5	6	-2
CCN1CCn2c3c(c4cc(C)ccc42)CCCC31 (centres undefined)	15	-4	4
Cc1ccc(-c2nn3c(C)nnc3c3ccccc23)cc1S(=O)(=O)N(C)CCO	-13	-24	0
COc1ccc(-c2cn3cc(C)ccc3n2)cc1OC	-13	-6	-6
Cc1ccccc1-c1nc(CS(=O)CC(=O)NCCN2CCN(Cc3ccccc3)CC2)c(C)o1 (centres undefined)	-3	-1	0
Cc1cc2ncn(C(=O)N3CCCC3)c2cc1C	13	0	-1
c1ccc(CCCc2nc(-c3ccccn3)no2)cc1	20	-7	2
O=[n+]1cc(-c2cccc3ccccc23)n([O-])c2c1CCC2	-25	3	0
C/C(=N\NS(=O)(=O)c1ccc(C)cc1)c1cccs1	8	7	-11
CNc1oc(Cc2cccc3ccccc23)nc1C#N	13	-5	-1
Cc1cc(-c2ccccc2)nc2[n+]1CCN2C	-12	2	-2
Cc1nn(-c2ccccc2)c(C)c1C(=O)OCC(=O)N1CC(=O)Nc2ccccc21	-5	10	-1
CCOC(=O)c1ccccc1NC(=O)COc1ccccc1	-8	6	1
O=C(Cn1nnc2c(cnn2-c2ccccc2)c1=O)N1CCN(c2ccccc2F)CC1	1	-22	0
c1ccc2c(c1)OCC(c1csc3ncnc(N4CCCCC4)c13)O2 (centres undefined)	0	2	-4
O=C(CCC1COc2ccccc2O1)Nc1ccc(Cl)cn1 (centres undefined)	-223	-37	-1
CO/N=C/c1ccc(Oc2ccc(C)cc2)nc1	8	5	0
COc1ccc(NC(=O)NC2(C(=O)N3CCCCCC3)CCCCC2)cc1	-5	-10	2
O=C(Cn1c(=O)oc2cc(S(=O)(=O)N3CCCC3)ccc21)Nc1ccccc1Br	-25	-2	-1
Nc1nonc1C(=O)NCCNCc1c(OCc2ccccc2F)ccc2ccccc12	-64	-19	-1
COc1ccc(NC(=O)CSc2nnc(-c3ccccc3Cl)n2Cc2ccco2)c(OC)c1	115*	-1	1
CC(Oc1ccc(Cl)cc1)C(=O)/C=C/N(C)C (centres undefined)	-6	-4	0
